Bioassay records as filed in PubChem.
CendR NRP1 mod = alters CendR peptide binding to human NRP-1; inhibition, % at 25 µM; O14786; 0.85% of 360,000 active; FAM-RPARPAR peptide binding to NRP-1, fluorescence polarization; AID 602438;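 active = inhibition or corrected inhibition above about 18%, plus a signal ratio from 0.5 to 1.5, limit read from the data, passing the limit was not always enough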; also: strong numbers were not always called active
Rpn11 inh = inhibitors of human proteasome Rpn11; 0.59% of 360,000 active; calls only at 20 µM; AID 588493; human 26S proteasome, Ub4-pepOG fluorescence polarization; 20S core pre-blocked with epoxomicin; O00487;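 active = inhibition at 20 µM, scaled to each plate's controls, above about 33%, limit read from the data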
MT1-MMP act inh = inhibitors of human MT1-MMP activation; P50281; HT1080 RFP-PRO-GFP cells, GFP/RFP ratio fluorescence, overnight; percent of plate control window, DMSO zero; GFP/RFP ratio change, % at 20 µM; 0.061% of 360,000 active; AID 651647;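 active = GFP/RFP ratio change of at least 30% with cell ATP level not reduced by more than half and red fluorescence within 50% of control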; also: strong numbers were not always called active
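Material: RFP-PRO-GFP reporter HT1080 cells. Dosing: single-point 20 µM compound, 1% DMSO. Controls: DMSO and RFP-L50D-GFP cell wells. Timing: cells overnight before dosing, compound overnight, 37 °C, 5% CO2. Measure: GFP/RFP fluorescence ratio.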
NadD block = NadD (S. aureus) enzyme inhibition; purified NadD enzyme, colorimetric absorbance read-out; AID 602399; 0.78% of 360,000 active; inhibition, % at 20 µM; in the data active = inhibition above about 26%; also: some compounds past the cut are filed as inactive
Scp1 inh = blocks human Scp-1 phosphatase activity. 0.88% of 340,000 active. inhibition, % at 20 µM. Recombinant Scp1, phosphopeptide, malachite green phosphate absorbance. Q9GZU7. AID 493091;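 active = inhibition above about 50% at 20 µM, limit read from the data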;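 also: plate controls were DMSO wells with enzyme for no effect and wells lacking enzyme for full effect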
Target sequence (Q9GZU7 76-261 limits assumed): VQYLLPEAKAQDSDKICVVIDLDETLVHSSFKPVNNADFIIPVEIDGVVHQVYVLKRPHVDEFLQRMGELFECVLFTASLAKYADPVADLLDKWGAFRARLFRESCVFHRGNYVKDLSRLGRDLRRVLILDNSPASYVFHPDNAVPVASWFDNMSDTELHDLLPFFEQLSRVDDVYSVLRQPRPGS
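System: SCP-1 catalytic domain; Reagent: Phospho 17-mer peptide substrate; Doses: one concentration, 20 µM, with 1.0% DMSO; Incubation: 45 min room-temperature reaction, 5 min colour, 30 min stabiliser; Signal: Phosphate-binding colour reagent, absorbance read at 630 nm.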
SUMO1 PPI mod = modulators of human SUMO1-mediated protein-protein interactions; P63165; SUMO1 binding to a labelled peptide, TR-FRET, 1 h; inhibition, % at 20 µM; 0.33% of 360,000 active; in the data active = inhibition above about 37%
Target sequence (P63165 whole entry, looked up): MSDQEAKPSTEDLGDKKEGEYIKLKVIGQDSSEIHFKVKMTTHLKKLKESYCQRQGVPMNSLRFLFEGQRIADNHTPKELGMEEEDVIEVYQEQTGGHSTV
STEP block = blocks human striatal-enriched tyrosine phosphatase. recombinant STEP, OMFP fluorogenic substrate, fluorescence. inhibition, % at 20 µM. 0.25% of 360,000 active;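 active = inhibition at 20 µM, scaled per plate between control wells, above about 37%, limit read from the data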;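 also: 0% = DMSO with enzyme and substrate and 100% = substrate only without enzyme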
Target sequence (P54829 whole entry, looked up): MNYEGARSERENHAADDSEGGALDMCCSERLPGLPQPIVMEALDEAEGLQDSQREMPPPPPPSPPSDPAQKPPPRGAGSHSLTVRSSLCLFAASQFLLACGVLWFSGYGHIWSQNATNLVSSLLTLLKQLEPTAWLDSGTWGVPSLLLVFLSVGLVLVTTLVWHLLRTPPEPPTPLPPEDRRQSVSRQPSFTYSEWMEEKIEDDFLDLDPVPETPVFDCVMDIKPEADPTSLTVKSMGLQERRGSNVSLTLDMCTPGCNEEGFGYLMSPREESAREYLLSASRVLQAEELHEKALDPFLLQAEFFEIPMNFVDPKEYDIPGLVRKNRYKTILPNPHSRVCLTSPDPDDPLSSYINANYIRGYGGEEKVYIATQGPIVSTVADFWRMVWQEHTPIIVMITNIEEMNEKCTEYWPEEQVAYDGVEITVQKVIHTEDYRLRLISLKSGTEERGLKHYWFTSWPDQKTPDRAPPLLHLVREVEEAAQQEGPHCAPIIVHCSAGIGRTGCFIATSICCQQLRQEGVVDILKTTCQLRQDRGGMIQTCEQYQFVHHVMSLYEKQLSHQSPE
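Measure: Control-normalized % inhibition with plate pattern correction | Test system: STEP phosphatase, cell-free reaction | Medium: pH 6.0 Bis-Tris with DTT and Tween 20 | Technique: Fluorescence, 480/540 nm | Times: Reaction 20 min, ambient temperature | Doses: Single compound dose of 20 µM, 1% DMSO final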
SKN-1 inh = inhibitors of C. elegans SKN-1 | C. elegans VP596 Pgst-4::GFP/RFP ratio, acrylamide-induced, 24 h | inhibition, % at 21.8 µM | 0.49% of 360,000 active | AID 624304;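 active = interference check ratio from 0.5 to 1.5 plus GFP to RFP signal ratio inhibition reaching or exceeding a fixed threshold, cut at about 30% in these data, passing the limit was not always enough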; also: some compounds called inactive have numbers as strong as hits
LMPTP block = blocks human LMPTP phosphatase | P24666 | recombinant LMPTP-A, OMFP fluorogenic substrate, fluorescence intensity | inhibition, % at 20 µM | 0.22% of 360,000 active | AID 651560;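 active = compounds that cut the enzyme signal by at least half of the control window in the single-dose screen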;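 also: plate controls were DMSO wells with enzyme plus substrate for no effect and substrate without enzyme for full effect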
Target sequence (P24666 whole entry, looked up): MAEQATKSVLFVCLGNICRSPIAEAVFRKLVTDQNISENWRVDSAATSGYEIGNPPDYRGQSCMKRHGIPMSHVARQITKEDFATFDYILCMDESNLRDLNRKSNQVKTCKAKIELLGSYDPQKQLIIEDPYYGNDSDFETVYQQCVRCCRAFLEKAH
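Assay system: LMPTP-A phosphatase enzyme | Input: 0.625 nM enzyme | Also added: Fluorogenic phosphatase substrate OMFP at 400 µM final | Compound dosing: One test concentration per compound, 20 µM, with 3% DMSO overall | Schedule: 50 min enzyme reaction at room temperature, protected from light | Signal: Fluorescence intensity | Benchmarks: no-enzyme and uninhibited controls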
DNMT1 inh = blocks human DNA methyltransferase DNMT1. P26358. DNMT1 molecular beacon, Hinp1I cleavage, fluorescence. inhibition (reported as % activation of signal), % at 10 µM. 0.83% of 360,000 active. AID 588458; in the data active = inhibition above about 50%
Numbers without * were called inactive; i = inactive; . = no result given.

Molecule	CendR NRP1 mod	Rpn11 inh	MT1-MMP act inh	NadD block	Scp1 inh	SUMO1 PPI mod	STEP block	SKN-1 inh	LMPTP block	DNMT1 inh
O=[N+]([O-])c1ccc(NCCNS(=O)(=O)c2ccccc2)cc1	-4	i	-3	-1	-7	-14	1	2	1.3	-5
NC(=O)NC(CC(=O)NCCc1ccc(S(N)(=O)=O)cc1)c1ccc(Cl)cc1 (stereo not drawn)	-2	i	0	-6	-11	-1	-4	-4	-1.5	-1
CC(c1ccccc1)C1OCC(C[N+]2(C)CCCCC2)O1 (stereo not drawn)	7	i	0	16	93*	2	-4	7	0.7	-2
C/C(Cn1nnc2ccccc21)=N/OC(=O)c1c(F)cccc1F	25	i	0	-3	0	2	-1	5	-0.2	-1
O=C(Nc1nc(-c2ccc(-c3ccccc3)cc2)cs1)c1cnccn1	5	i	8	2	-6	-3	-1	-5	-0.2	-4
Cc1cccc(CC2CC(=O)N(C3CCCCC3)C2=O)c1 (stereo not drawn)	-7	i	-7	7	-8	-2	-2	10	1.7	3
C/C(CC1CC(COCCC(C)C)OC1=O)=N\NC(N)=S (stereo not drawn)	-4	i	0	-2	-8	2	-2	22	-1.7	-4
CCc1nc2c(OCC(=O)C(C)(C)C)cccn2c1N(C)C(=O)c1ccccc1F	-16	i	-5	2	.	0	2	16	-1.1	8
O=C(CN1CCN(S(=O)(=O)c2ccc(Cl)cc2)CC1)Nc1ccc(N2CCOCC2)cc1	-6	i	3	-2	-9	-3	1	-3	-0.3	-3
CCn1cc(C(=S)N2CCC(C(N)=O)CC2)c2ccccc21	-11	i	-4	-1	-7	1	-3	1	-1.3	-6
CCOC(=O)C1=NN(C(=O)Cc2ccccc2)C(O)(C(C)(C)C)C1 (stereo not drawn)	-1	i	2	2	-5	1	9	3	-0.6	-2
O=S(=O)(c1cc(F)ccc1F)N1CCC2(CC1)OCCN2S(=O)(=O)c1cccs1	0	i	-1	-5	-3	4	1	7	0.5	0
CCOc1cc2c(C#N)c(N3CCOCC3)nc(N)c2c(N)n1	-24	i	-5	4	12	12	1	6	8.8	18
CCCCCN(C(=O)CCC(=O)OC(C)C(=O)NCc1ccccc1)c1c(N)n(CCCC)c(=O)[nH]c1=O (stereo not drawn)	-5	i	-2	-9	-3	3	1	-2	-0.7	0
COc1ccc(OCc2nnc(NC(=O)Nc3ccc(F)cc3)s2)cc1	-2	i	3	-1	1	-1	2	-14	0.8	8
O=c1[nH]nc(Br)c(=O)n1C(c1ccccc1)c1ccccc1	2	i	5	-3	2	-1	2	6	-0.8	3
Cc1cc(Br)ccc1NC(=O)c1sc2ncn(CC(=O)N3CCN(c4ccccn4)CC3)c(=O)c2c1C	-2	i	2	5	-3	-29	1	1	12	-5
CC1CN(C(=O)C(C)N2C(=O)c3ccccc3C2=O)CC(C)O1 (stereo not drawn)	-8	i	13	-6	7	-1	2	-8	-0.9	3
CCO/C(C)=N/n1c2nc3ccccc3nc2c2c(=O)n(C3CCCC3)c(C)nc21	-4	i	2	-4	-3	-22	-3	19	-0.6	-1
C/C(=N\NC(=O)CSc1nc2ccccc2[nH]1)c1ccncc1	-3	i	-1	0	-5	-3	4	8	0.8	-2

Continuation:
Molecule	CendR NRP1 mod	Rpn11 inh	MT1-MMP act inh	NadD block	Scp1 inh	SUMO1 PPI mod	STEP block	SKN-1 inh	LMPTP block	DNMT1 inh
Cc1cc(C)c2c(n1)SCC(=O)N2CC(=O)Nc1ccccc1Cl	-4	i	2	-4	2	1	-1	-2	-0.9	-1
COCCNC(=O)Nc1ccc2nc(-c3ccco3)c(-c3ccco3)nc2c1	4	i	-32	22	80*	64*	60*	23	25	110*
O=c1[nH]c(CN2CCN(c3ncccn3)CC2)nc2c(Br)cc(Br)cc12	2	i	1	15	-12	-88	2	8	1.9	-5
COc1ccc(CNC(=O)C2CCN(S(=O)(=O)c3ccc4c(c3)C(C)(C)C(=O)N4C)CC2)cc1	3	i	4	1	-7	1	-2	9	-1.7	-1
COc1cccc(S(=O)(=O)NCc2ccc(C(=O)Nc3ccc(Cl)c(Cl)c3)cc2)c1	7	i	2	-2	-13	0	-3	6	-0.4	-4
C=CC1CN(CC(=O)OC)S(=O)(=O)c2ccccc21 (stereo not drawn)	3	i	8	0	3	2	0	-3	-0.2	3
Clc1cncc(Cl)c1N/N=C/c1ccncc1	-8	i	-26	0	-8	-9	2	7	0.6	5
COC(=O)c1ccccc1COc1cccn2c(N(C)CC3CC3)c(C)nc12	-4	i	10	0	.	-4	-1	13	0.9	5
CN(C)/C=C/C(=O)/C=C/c1cn(-c2ncc(C(F)(F)F)cc2Cl)c2ccccc12	-26	i	-13	20	4	-5	4	29	0.6	1
CC(=O)N1c2ccc(S(=O)(=O)NCCC(=O)Nc3cccc(Cl)c3)cc2CC1C (stereo not drawn)	6	i	1	-4	6	-1	0	1	0.3	0
COc1ccccc1NC(=S)NCc1ccccc1	5	i	-1	3	0	4	3	4	-0.8	9
O=C1C2CCCN2C(=S)N1c1cc(Cl)ccc1Cl (stereo not drawn)	2	i	0	0	-7	7	0	11	-0.9	2
CCCCOc1ccc(C(=O)N(Cc2ccco2)C2CCS(=O)(=O)C2)cc1 (stereo not drawn)	15	i	3	6	-5	11	1	-6	-0.3	0
CNc1nc(N/N=C/c2ccc([N+](=O)[O-])cc2)nc(Nc2ccccc2)n1	-1	i	13	6	-5	-13	0	3	0.5	-2
COC1=CC(=O)C=C(OC)C1=O	-6	i	-4	-2	-9	-4	-3	-2	-0.5	-9
c1cnn(-c2cc(N3CCOCC3)ncn2)c1	2	i	-2	-5	-1	0	-2	15	-2.0	-4
CSCCC(NC(=O)c1ccco1)C(=O)NC1CCC(C)CC1 (stereo not drawn)	-9	i	-2	1	-5	7	-2	-5	-1.2	3
Cc1ccc2cc(C#N)c(N3CCN(C(=O)c4ccccc4)CC3)nc2c1	-3	i	-5	2	-5	-12	1	20	1.2	-5
CC(C)(C)c1csc(N/N=C/c2cccnc2)n1	-11	i	3	-7	-2	-10	2	-5	0.7	-1
COc1ccccc1CNC(=O)c1cccc(S(=O)(=O)N2CCN(c3ccc(F)cc3)CC2)c1	3	i	4	5	-8	7	1	6	3.2	-8

The last five records of the part before lead into the next.
Molecule	CendR NRP1 mod	Rpn11 inh	MT1-MMP act inh	NadD block	Scp1 inh	SUMO1 PPI mod	STEP block	SKN-1 inh	LMPTP block	DNMT1 inh
c1cnn(-c2cc(N3CCOCC3)ncn2)c1	2	i	-2	-5	-1	0	-2	15	-2.0	-4
CSCCC(NC(=O)c1ccco1)C(=O)NC1CCC(C)CC1 (stereo not drawn)	-9	i	-2	1	-5	7	-2	-5	-1.2	3
Cc1ccc2cc(C#N)c(N3CCN(C(=O)c4ccccc4)CC3)nc2c1	-3	i	-5	2	-5	-12	1	20	1.2	-5
CC(C)(C)c1csc(N/N=C/c2cccnc2)n1	-11	i	3	-7	-2	-10	2	-5	0.7	-1
COc1ccccc1CNC(=O)c1cccc(S(=O)(=O)N2CCN(c3ccc(F)cc3)CC2)c1	3	i	4	5	-8	7	1	6	3.2	-8
O=c1[nH]nc(CNc2ccc(Cl)cc2Cl)c2ccccc12	-1	i	-1	2	-2	0	1	4	0.5	-1
O=C(CNC(=O)c1ccccc1Br)N/N=C/c1cccs1	16	i	-6	-7	5	-19	0	11	-0.7	1
COc1ccc(-n2c(CNc3ccc(C)cc3)nnc2SCc2ccccc2)cc1	-9	i	-4	2	-2	2	2	5	1.8	-6
O=C(NNC(=O)c1ccccc1Br)c1ccc(SCC2CCCO2)c([N+](=O)[O-])c1 (stereo not drawn)	-8	i	-2	-5	-2	-26	1	2	-1.3	0
CC(=O)c1cc(CN2C(=O)c3ccccc3C2=O)cs1	11	i	0	4	-6	-5	5	-11	-0.1	-1
CC(C)CN1C(=O)C(=O)N(CC(=O)N(C)CC(=O)Nc2ccc(F)cc2)C1=O	15	i	-2	6	-5	-2	-2	0	-0.7	1
O=C(Cc1c2ccccc2nc2ccccc12)c1ccccc1	4	i	-2	1	-2	10	-1	12	2.1	-9
c1ccc(-c2ccccc2OCCOCCN2CCc3ccccc3C2)cc1	7	i	2	5	-2	1	0	10	-1.1	-3
CC1(c2ccccc2Br)NC(=O)N(CC(=O)N2CCc3ccccc3C2)C1=O (stereo not drawn)	8	i	4	-4	-5	-1	4	11	-0.5	-1
Cc1cccc(Nc2nc(C)cc(C)c2C#N)c1	0	i	-2	-5	-2	1	-3	3	0.2	-3
CCC(=O)Nc1nnc(SCC(=O)NCC2CCCO2)s1 (stereo not drawn)	-2	i	-1	-6	3	3	2	-26	-1.1	2
CCOc1ccc(/C=C/C(=O)Nc2cccc(C(C)=O)c2)cc1	-4	i	-4	-2	-10	-8	1	10	0.3	-4
COc1ccc(C2CC(c3ccccc3)=NN2C(=O)CCC(=O)O)cc1 (stereo not drawn)	-3	i	1	2	-10	1	-4	-8	-0.6	-2
CC1(C)Cc2cccc(OCC(=O)OCC(=O)Nc3ccc(S(N)(=O)=O)cc3)c2O1	-11	i	-5	-2	.	-2	-2	8	-0.1	-1
CCC(=O)OCC(=O)Nc1ccc(OC)cc1[N+](=O)[O-]	-5	i	13	2	-1	-11	0	11	-1.0	0
CCC(=O)C1CCCN(C(=O)CCc2nnc(C3(c4ccc(Cl)cc4)CCC3)o2)C1 (stereo not drawn)	13	i	-3	0	-2	1	1	15	0.0	-1
COc1cccc(C2(O)CCN(C(=O)C(C)C)CC2)c1	-3	i	3	-4	-4	-1	1	13	-1.0	2
Cc1cc(O)c(C(=O)c2ccccc2C(=O)O)cc1C	6	i	-3	-1	-5	0	-2	-3	-0.7	4
COc1cc(OC)c(C2=NOC(C(=O)Nc3c(C)nn(CC(=O)N4CCCC4)c3C)C2)cc1Cl (stereo not drawn)	5	i	1	-1	-7	23	-1	8	0.0	-1
Cc1cccc(N2CCN(CC(=O)N(C3CCCC3)C3CCS(=O)(=O)C3)CC2)c1C (stereo not drawn)	2	i	4	3	-5	0	-3	8	-1.2	-3
Brc1cccc(OCCCNC2CCCC2)c1	2	i	0	-9	-7	-1	1	-17	-2.0	1
